Bioassay records from PubChem.
NR2F2 inh = blocks human COUP-TFII nuclear receptor; inhibition, % at 8.6 µM; P24468; AID 686940; HEK293T NGFI-A luciferase reporter, luminescence; actives 0.7% (n = 370,000);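 active = inhibition above a per-plate cutoff, mean inhibition of test wells between control levels plus 3 SD, cut at about 38% in these data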;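 also: cells cotransfected with COUP-TFII expression vector driving the NGFI-A reporter; 0% = median of COUP-TF2 test wells and 100% = reporter-only cells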
Target sequence (P24468 whole entry, looked up): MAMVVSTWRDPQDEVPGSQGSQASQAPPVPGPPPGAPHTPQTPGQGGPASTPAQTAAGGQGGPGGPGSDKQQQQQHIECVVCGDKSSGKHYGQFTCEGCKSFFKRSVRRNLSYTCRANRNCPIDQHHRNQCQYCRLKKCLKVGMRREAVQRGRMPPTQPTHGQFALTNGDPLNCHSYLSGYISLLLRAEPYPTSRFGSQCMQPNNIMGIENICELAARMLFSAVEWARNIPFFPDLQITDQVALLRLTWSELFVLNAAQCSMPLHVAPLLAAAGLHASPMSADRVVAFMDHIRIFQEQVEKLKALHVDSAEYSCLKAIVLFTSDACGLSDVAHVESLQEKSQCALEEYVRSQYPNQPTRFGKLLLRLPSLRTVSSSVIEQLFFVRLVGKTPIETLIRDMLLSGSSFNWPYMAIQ
LRH-1 inv ag = inverse agonists of human LRH-1 (NR5A2); O00482; HEK293T StAR-luciferase reporter, LRH-1 transfected, 24 h; inhibition, % at 3.6 µM; actives 0.13% (n = 360,000); AID 602396;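 active = inhibition above the mean inhibition of all tested compounds plus 3 SD, cut at about 73% in these data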;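 also: 0% = DMSO wells and 100% = reporter-only cells lacking LRH-1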
Target sequence (O00482 whole entry, looked up): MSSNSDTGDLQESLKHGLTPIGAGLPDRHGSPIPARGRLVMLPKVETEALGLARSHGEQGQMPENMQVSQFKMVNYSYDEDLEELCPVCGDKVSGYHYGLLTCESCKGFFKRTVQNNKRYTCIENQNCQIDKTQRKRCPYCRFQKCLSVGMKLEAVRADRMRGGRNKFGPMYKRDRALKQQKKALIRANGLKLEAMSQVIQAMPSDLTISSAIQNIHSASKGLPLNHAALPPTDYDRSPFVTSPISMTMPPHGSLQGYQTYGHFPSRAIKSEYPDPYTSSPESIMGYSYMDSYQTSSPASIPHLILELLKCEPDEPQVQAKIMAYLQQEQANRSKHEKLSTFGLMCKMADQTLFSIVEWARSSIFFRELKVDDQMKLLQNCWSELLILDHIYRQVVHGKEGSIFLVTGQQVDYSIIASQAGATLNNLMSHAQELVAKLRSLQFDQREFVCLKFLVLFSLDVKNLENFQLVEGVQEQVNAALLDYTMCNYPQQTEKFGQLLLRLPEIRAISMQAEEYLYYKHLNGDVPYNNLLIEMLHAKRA
NCOA1 inh = human NCOA1 inhibition | Q15788 | HEK293 GAL4-SRC1 luciferase reporter, luminescence | inhibition, % at 3.6 µM | actives 0.12% (n = 360,000) | AID 588354;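 active = inhibition above the campaign mean plus 3 SD, with each screening campaign given its own cutoff, cut at about 60% in these data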;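 also: 0% = DMSO treated cells and 100% = gossypol at 36 µM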
LMP1 NFkB inh = inhibitors of Epstein-Barr LMP1-induced NF-kappaB reporter; AID 504558; LMP1-induced NF-kappaB luciferase reporter cells, luminescence; actives 0.69% (n = 350,000); inhibition, % at 12.5 µM; in the data active = inhibition above about 41%;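 also: 0% = neutral control wells and 100% = reference inhibitor control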
NCOA2 inhibitor = human SRC2 (NCOA2) inhibition | Q15596 | HEK293 GAL4-SRC2 luciferase reporter, luminescence | inhibition, % at 9 µM | actives 0.17% (n = 370,000) | AID 651957;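 active = inhibition above the mean inhibition of all tested compounds plus 3 SD, set per campaign, cut at about 52% in these data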;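 also: 0% = DMSO treated cells and 100% = cells given Gossypol at 36 µM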
C8 TRAIL sens = caspase-8 TRAIL sensitization | NB7+C8 cells + TRAIL, ATPlite viability luminescence | inhibition (viability loss, TRAIL sensitization), % at 10 µM | actives 1% (n = 360,000) | AID 624354;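 active = compounds causing at least 50% loss of cell viability in the single-dose screen, relative to plate controls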
TROY NFkB inh = TROY signaling inhibition | actives 0.98% (n = 360,000) | inhibition, % at 10 µM | AID 1347056 | Q293 LMP1-TROYcd NF-kB luciferase reporter, 4 h;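 active = compounds whose plate-normalised and pattern-corrected inhibition of the luciferase reporter signal at the single screening dose is 50% or more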
KKLEB tox = CF airway cell cytotoxicity counter-screen; KKLEB CF airway cells viability, ATPlite luminescence, overnight; stronger effect = lower value; cells stimulated with P. aeruginosa culture filtrate; activity change (cytotoxicity), % at 5 µM; actives 0.36% (n = 360,000); AID 602141;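 active = corrected activity change at or below -50% at 5 µM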
SRC3 inh = inhibits human SRC3 coactivator. HEK293 GAL4-SRC3 luciferase reporter, luminescence. inhibition, % at 3.6 µM. actives 0.17% (n = 360,000);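 active = inhibition above a per-campaign cutoff, the mean of all compounds plus 3 SD, cut at about 60% in these data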;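 also: 0% = DMSO-treated cells and 100% = gossypol-treated cells at 36 µM; higher means less SRC3-driven luciferase light from the GAL4 reporter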
TWEAK-Fn14 inh = blocks TWEAK-Fn14 interaction in a reporter cell assay | actives 2% (n = 360,000) | inhibition, % at 10 µM | TWEAK-stimulated Fn14 reporter cells, luciferase luminescence, 8 h; in the data active = inhibition above about 50%
CF NFkB block = inhibitors of cystic fibrosis induced NF-kB; KKLEB NF-kB-GFP reporter, PAF-induced, GFP fluorescence overnight; inhibition, % at 5 µM; actives 0.86% (n = 360,000); AID 588850;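 active = at least 50% inhibition at 5 µM, scaled per plate between neutral and stimulator controls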;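 also: PAF is a Pseudomonas aeruginosa culture filtrate used as stimulus; plate controls were PAF-stimulated DMSO wells for no effect and unstimulated DMSO wells for full effect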
* hit, by the source's call; x = not tested or not shown. Hits appear at their usual frequency, and some 4.2% of all compounds hit somewhere here.

SMILES | NR2F2 inh | LRH-1 inv ag | NCOA1 inh | LMP1 NFkB inh | NCOA2 inhibitor | C8 TRAIL sens | TROY NFkB inh | KKLEB tox | SRC3 inh | TWEAK-Fn14 inh | CF NFkB block
O=C(O)CC/C(=N/NC(=O)c1ccc(-c2ccccc2)cc1)c1ccccc1 | -5 | -3 | -17 | -14 | 11 | 4 | -16 | -6 | 11 | 1 | -23
COc1cccc(C2=CC(=O)CCC2)c1OC | 4 | -9 | -2 | 13 | -30 | 0 | -17 | 2 | -33 | 0 | -3
CN1C(=O)c2ccc(NC(=O)c3ccc(Cl)cc3Cl)cc2C1=O | -9 | -15 | -1 | 6 | -1 | 4 | -50 | -23 | -3 | -18 | 6
CC(=O)Nc1ccccc1NC(=O)c1ccccc1-c1ccccc1 | 10 | 4 | 2 | -5 | -13 | -5 | 8 | 0 | 13 | 14 | -6
CNC(=O)C12CC3CC(CC(Cl)(C3)C1)C2 | 10 | -6 | -3 | 2 | -19 | 7 | 9 | -5 | -2 | 5 | 8
COc1cccc(/C=C/C(=O)OCC(=O)N2c3ccccc3NC(=O)C2(C)C)c1 | 0 | -4 | -11 | -4 | -13 | 5 | 17 | 7 | 9 | 24 | 14
Cc1ccccc1C(=O)NNC(=O)CCC(=O)Nc1cccc(Cl)c1C | -13 | -4 | -12 | 3 | -19 | 3 | -8 | -16 | 2 | -7 | 0
CC(NC(=O)C1=CC=CN2CCS(=O)(=O)N=C12)c1ccc(Cl)cc1Cl (stereo not drawn) | -15 | -77 | 4 | -2 | 15 | 5 | -6 | 0 | 3 | 0 | 6
O=C(/C=C/c1ccc([N+](=O)[O-])cc1)NCc1cccnc1 | 4 | 12 | -16 | 2 | 8 | -18 | 4 | 9 | -1 | -8 | -16
C#Cc1ccc(CN2CCC(C(=O)Nc3ccc(Oc4ccccc4)nc3)CC2)cc1 | 49* | 13 | 7 | 26 | 17 | 7 | -4 | 11 | 23 | 39 | -29
CN(C)c1ccc(-n2cccc2)cc1 | 8 | -14 | -7 | 3 | -53 | 7 | 26 | 0 | 4 | 36 | -13
O=C(Cn1cnc2ccccc2c1=O)N1CCc2ccccc2C1 | -8 | -19 | 4 | 9 | 9 | 8 | -2 | 7 | 9 | 12 | -9
CCc1ccccc1NC(=O)[C@@H]1CCC(=O)N1C1OC(=O)c2ccccc21 (stereo partly drawn) | 1 | -16 | 11 | -10 | 14 | 0 | -19 | -1 | 11 | -11 | 12
Cc1cc(NC(=O)Nc2ccc3c(ccn3C)c2)sn1 | -18 | -71 | -51 | -20 | -41 | 26 | -45 | 9 | -79 | -8 | -6
Cc1ccccc1-n1nc(C)c2cc(C(=O)N3CCN(S(=O)(=O)c4ccc(F)cc4)CC3)sc21 | -10 | 6 | 6 | 13 | -11 | 16 | 14 | -12 | -4 | 36 | 0
CCOc1ccccc1-n1c(SCC(=O)N2CCCC2)nnc1-c1ccc(O)cc1 | -11 | 22 | 8 | -15 | -11 | -32 | -2 | 11 | -10 | 1 | -3
CC(=O)NC(CC(=O)N(C)Cc1c(F)cccc1Cl)c1ccccc1 (stereo not drawn) | 9 | -3 | 9 | -5 | -7 | -1 | -8 | 4 | 4 | 2 | 0
COCCNC(=O)C(c1ccc(C)cc1)N(C(=O)CCC(=O)Nc1ccccn1)c1ccc(F)cc1 (stereo not drawn) | -5 | -1 | -14 | -2 | -17 | 5 | 7 | 5 | 1 | 6 | 2
O=C(NCc1ccccc1)c1ccc(S(=O)(=O)N2CCCc3ccccc32)cc1 | 0 | 6 | -14 | 0 | -1 | -6 | 0 | 10 | -8 | 20 | -14
COc1ccc(/C=C/C(=O)c2ccc(NS(=O)(=O)c3ccc(C)cc3)cc2)cc1O | 11 | 11 | 9 | 0 | 22 | 21 | -18 | 10 | 6 | 61* | 31
CC(Oc1ccccc1)C(=O)Nc1ccc(S(=O)(=O)Nc2nccs2)cc1 (stereo not drawn) | 14 | 0 | -9 | -2 | -8 | -7 | -13 | 16 | -4 | 8 | -16
COc1ccc(NC(=O)CSc2ccc3nnc(-c4ccccn4)n3n2)cc1 | -7 | 3 | -33 | 0 | 11 | -17 | -44 | -7 | 11 | 21 | -15
CCC(=O)c1c[nH]c(C(=O)NCc2cccs2)c1 | -8 | -8 | -3 | 5 | -10 | 0 | 23 | -3 | 23 | 19 | -8
CCOC(=O)[C@]12CCCC=C1N(Cc1ccc(Cl)cc1Cl)C(=O)[C@H](CC(=O)NCc1cccs1)C2 | 6 | -14 | x | x | 6 | 6 | 5 | x | x | 0 | x
Cc1sc2ncn(CC(=O)NCC(=O)N(C)C3CCCCC3)c(=O)c2c1C | 17 | -1 | -6 | 5 | 0 | -15 | -1 | 10 | -22 | 12 | -8
CC(C)Cc1nc(N2CCN(C(=O)C(C)C)CC2)c(C#N)c2c1CCC2 | -1 | -7 | -10 | -2 | 7 | -4 | 5 | -14 | -4 | -3 | 27
C#CCOCCOCCOCCNc1nc(N2CCN(C(=O)[C@H](CCCN=C(N)N)n3cc(C(N)[C@@H](C)CC)nn3)CC2)nc(N2CCN(C(=O)[C@H](CC(N)=O)n3cc([C@@H](N)CC(N)=O)nn3)CC2)n1 (stereo partly drawn) | -13 | 9 | -3 | -3 | -14 | -9 | 14 | -9 | -2 | 14 | 10
CCOC(=O)CSc1ccc2nnc(-c3cccs3)n2n1 | 11 | 4 | 2 | -8 | -11 | -4 | 12 | 7 | -14 | 21 | -20
Oc1ccc(CN2CCN(c3ncccn3)CC2)cc1 | -11 | -7 | -13 | -6 | 2 | 5 | -7 | -9 | -13 | 4 | -7
CS(=O)(=O)Nc1ccc(-c2nnc3n2CCCCC3)cc1 | -12 | 4 | -4 | 0 | -35 | -3 | 16 | -8 | 3 | 8 | 10

Complete entries, looked up by structure. Values in the order: NR2F2 inh | LRH-1 inv ag | NCOA1 inh | LMP1 NFkB inh | NCOA2 inhibitor | C8 TRAIL sens | TROY NFkB inh | KKLEB tox | SRC3 inh | TWEAK-Fn14 inh | CF NFkB block
`COCCNC(=O)C(c1ccc(C)cc1)N(C(=O)CCC(=O)Nc1ccccn1)c1ccc(F)cc1` (stereo not drawn) as listed: -5 | -1 | -14 | -2 | -17 | 5 | 7 | 5 | 1 | 6 | 2
`Cc1sc2ncn(CC(=O)NCC(=O)N(C)C3CCCCC3)c(=O)c2c1C` as listed: 17 | -1 | -6 | 5 | 0 | -15 | -1 | 10 | -22 | 12 | -8

Further results:
SMILES | NR2F2 inh | LRH-1 inv ag | NCOA1 inh | LMP1 NFkB inh | NCOA2 inhibitor | C8 TRAIL sens | TROY NFkB inh | KKLEB tox | SRC3 inh | TWEAK-Fn14 inh | CF NFkB block
COc1ccc(S(=O)(=O)N2CCC(C(=O)Nc3ccccc3N3CCCC3)CC2)cc1OC | -4 | -4 | -4 | -16 | 6 | -6 | 21 | 6 | 0 | 2 | -9
Nc1c(C(=O)NC2CC2)sc2nc3c(c(-c4ccco4)c12)CC/C3=C/c1ccco1 | x | -11 | -26 | 1 | x | -11 | 8 | -3 | 14 | 83* | -8
Cc1nc2ccccn2c1C(=O)N/N=C/c1ccc(CNC(=O)C(=O)Nc2ccccc2)o1 | -16 | -22 | -9 | 1 | -19 | 8 | -32 | 6 | 7 | 35 | -23
O=[N+]([O-])c1ccc(F)cc1OCc1cccc(S(=O)(=O)N2CCOCC2)c1 | 7 | 6 | -4 | 4 | -9 | -8 | -5 | 5 | 6 | -8 | 11
Cc1c(NC(=O)c2cc(S(=O)(=O)N3CCCCC3)ccc2Cl)c(=O)n(-c2ccccc2)n1C | -5 | -16 | 6 | -6 | 26 | -12 | -2 | -4 | -7 | 2 | -8
CN1CCN(NC(=O)c2cc(-c3ccc(Cl)s3)nc3ccccc23)CC1 | -6 | -4 | -12 | -8 | 5 | -20 | -30 | -12 | -14 | -33 | -1
O=C(Nc1ccc2nc(-c3ccccn3)c(-c3ccccn3)nc2c1)N1CCOCC1 | 3 | -18 | -2 | -4 | 9 | 3 | 7 | -4 | -2 | -10 | 12
COc1cccc(NC(=O)NCCCSC2CCCCC2)c1 | 1 | -24 | -10 | -6 | -2 | -2 | -14 | 8 | -3 | 9 | -3
O=C(CSc1nnc2ccc(-c3ccncc3)nn12)Nc1ccc(F)cc1 | -7 | 38 | -8 | -2 | 10 | 5 | -43 | 17 | 9 | 4 | 1
Cc1cccc(Oc2ccccc2NC(=O)CN2C(=O)NC3(CCCC3)C2=O)c1 | -10 | -3 | 6 | 5 | -23 | -5 | 2 | -14 | 7 | 8 | 17
C/C=C/C(=O)OCC(=O)Nc1cccc(Br)c1 | -3 | -7 | 8 | -1 | 20 | -1 | -6 | -1 | 17 | -15 | 8
Cc1ccc(C(=O)CSc2cc(C)nc(SCC(=O)c3ccccc3)n2)cc1 | -14 | -5 | 6 | 7 | -7 | 0 | 25 | -4 | 5 | 45 | 0
COC(=O)C1CCN(C(c2ccc(OC)c(OC)c2)c2sc3nc(C)nn3c2O)CC1 (stereo not drawn) | -26 | -12 | -10 | 7 | 2 | 18 | 3 | -6 | -53 | 14 | 26
O=C1NN(c2ccccc2)C(=O)C1=Cc1ccccc1 | 11 | -5 | -15 | -8 | 5 | -13 | -11 | 13 | -30 | -34 | -3
Cc1nc(C)n(C)c(=O)c1-c1ccccc1 | 15 | -1 | 4 | 2 | -23 | -27 | -14 | 2 | -6 | -13 | -9
CCOC(=O)c1c(C)[nH]c(C(=O)COC(=O)C(C)Oc2ccc(Cl)cc2Cl)c1C (stereo not drawn) | 3 | 5 | -1 | 6 | 13 | -8 | 3 | 1 | 15 | 9 | 5
CCOc1cc(C2C(C(=O)c3ccc(C)cc3)=C(C(=O)OC)Nc3nnnn32)ccc1O (stereo not drawn) | -8 | 11 | -15 | -16 | -16 | -14 | 17 | 10 | -2 | 2 | -4
O=[N+]([O-])c1ccc(N/N=C/c2sc(N3CCOCC3)nc2-c2ccccc2)c(S(=O)(=O)Nc2ccc(Cl)cc2)c1 | -24 | 1 | -9 | 55* | -13 | 10 | 59* | -50 | 5 | 61* | 34
Cc1cccc(N2CCN(CC(=O)N(C)Cc3ccccc3)CC2C)c1 (stereo not drawn) | 13 | 7 | 14 | 3 | 22 | 7 | 4 | -5 | -2 | 1 | 14
O=c1[nH]nc(Cc2ccc(-c3ccccc3Cl)o2)c2ccccc12 | 5 | 22 | -11 | -13 | -5 | -7 | -71 | -8 | 5 | -28 | 13
CCc1nn(C(CC)C(=O)NCC(C)c2ccccc2)c(=O)c2cc3occc3n12 (stereo not drawn) | 1 | -4 | -7 | 0 | -18 | -2 | 6 | 9 | 2 | 30 | 0
CC(O)CNc1nc2ccccc2n1CC(=O)NCC(F)(F)F (stereo not drawn) | -5 | -11 | -23 | -6 | 5 | 12 | 4 | -4 | 12 | -14 | 2
Cc1ccc(NC(=O)CCSCCC(=O)Nc2ccc(C)c(C)c2)cc1C | 1 | -11 | -19 | -7 | -18 | -3 | -1 | 6 | 4 | 11 | -2
COc1cc(-c2cc(=O)c3c(C)cc(O)cc3o2)cc(OC)c1OC | -18 | -9 | -9 | 4 | -18 | -18 | 4 | 11 | 11 | 3 | -18
CC(C)NC(=O)C1(C)CCN1Cc1ccc(C(F)(F)F)cc1 (stereo not drawn) | 21 | -28 | -24 | x | 7 | -20 | 12 | -2 | 2 | 0 | -22
CCc1ccc(NC(=S)N2CCNC(=O)C2CC(=O)OC)cc1 (stereo not drawn) | 12 | 8 | -16 | -1 | -3 | -1 | -2 | 5 | 14 | -11 | -1
